# Screening results as filed in PubChem BioAssay.
# INS promoter inh = TRM-6 insulin promoter activity inhibition. TRM-6 cells (human fetal islet line), insulin promoter-eGFP reporter, imaging; reporter expression induced with tamoxifen. actives 0.9% (n = 130,000). AID 1273. inhibition, % at 2 µM;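 active = inhibition above the mean plus 3 SD, with well images judged a real hit on visual review, cut at about 60% in these data, passing the limit was not always enough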
# SDO1 yeast rescue = restores growth of sdo1-depleted yeast; S. cerevisiae sdo1-depleted JHY4D growth rescue, OD600 30 h; hits give high values; pdr5 snq2 efflux-pump mutant strain; z-score at 10 µM; actives 0.21% (n = 140,000); AID 817;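 active = z-score above 3 at both the 24 hr and the 30 hr optical density reads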;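 note: z-score against mean and SD of all compound wells on the same plate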
# SDO1 yeast rescue Rescue 24 h = also measured in SDO1 yeast rescue; calls as there; z-score; S. cerevisiae sdo1-depleted JHY4D growth rescue, OD600; measured here: growth rescue at 24 h;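 0 is the plate mean of compound wells and units are plate SD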
# The depositor's hits bear a star; i = inactive; . = not tested or not shown.
# Under each structure – INS promoter inh	SDO1 yeast rescue	SDO1 yeast rescue Rescue 24 h
CCOC(=O)C1(C)/C(=N/Nc2ccccc2)C(=O)C(=O)N1c1ccccc1 (stereo not given)
→ 14	-0.7	-0.98
COc1ccc(-n2c(C)cc(/C=C3/SC(=O)N(CC(=O)N4CCOCC4)C3=O)c2C)cc1
→ -81	-0.62	-0.47
O=C(COc1ccccc1[N+](=O)[O-])Nc1cccnc1
→ 0	.	.
CC(=O)NCCc1nc2cc(NC(=O)c3ccccc3)ccc2n1C
→ 21	.	.
Cc1c(CCO)c(=O)n(-c2ccccc2)n1S(=O)(=O)c1ccc(F)cc1
→ -75	-1.5	-1.4
COc1ccc(/C=C/C(=O)c2ccncc2)c2ccccc12
→ .	-1	-0.63
CCOC(=O)C1CCN(CC(=O)Nc2cc(C)nn2-c2nc3ccccc3s2)CC1
→ 11	-0.65	1.3
Cc1cc(C)cc(N2CCCn3c2nc2c3c(=O)n(CCN3CCOCC3)c(=O)n2C)c1
→ i	0.3	0
O=C(Nc1ccc(Cl)c(Cl)c1)N1CCC(N2CCCCC2)CC1
→ -21	0.8	0.27
COC(=O)c1c(NC(=O)C2C3C=CC(CC3)C2C(=O)O)sc(C)c1C (stereo not given)
→ -8	0.3	-0.85
O=C(CN1CCOCC1)Nc1ccccc1Sc1ccc(Cl)cc1
→ -73	-0.19	0.03
CCCCC(OC(=O)c1cc2occc2n1C)C(=O)NCC1CCCO1 (stereo not given)
→ -21	-0.46	-1.1
CCOc1ccc(Br)cc1CSC(=N)N
→ -15	0.15	0.07
COc1ccc(NC(=O)CSC2=C(C#N)C(c3ccco3)C(C(=O)Nc3nc4ccccc4s3)=C(C)N2)cc1 (stereo not given)
→ -13	.	.
COc1ccc(NC(=O)Cn2c(-c3ccccc3)cc(C(C)=O)c2C)c(OC)c1
→ 36	.	.
Cc1ccc(Cl)cc1N1CCN(C(=O)CCS(=O)(=O)c2cccc3nonc23)CC1
→ .	-0.8	-1.1
CCc1ccccc1OCCOc1ccc(C)cc1OC
→ 19	0.22	0.19
Cc1ccnc(NC(=S)NC(=O)c2ccco2)c1
→ -3	0.07	-0.4
CCCCn1c(NCCC)nc2c1c(=O)[nH]c(=O)n2C
→ 0	0.78	0.29
CC(C)COc1ccc(C(=O)CCN2CCCCC2)cc1
→ 0	-1.2	-1.3
O=C1CC(c2ccccc2)n2ncnc2N1 (stereo not given)
→ -2	1.1	0.73
COC(C)(C)[C@]12CC(O)(C(C)C)ON1[C@H]1CCCCC1N2O (stereo not given in full)
→ -53	0.88	0.04
Cc1c(NC2=C(Cl)C(=O)N(c3ccccc3)C2=O)c(=O)n(-c2ccccc2)n1C
→ .	-1.6	-1.1
Cc1cc(NS(=O)(=O)c2ccc(NC(=O)COc3ccc(Cl)cc3)cc2)no1
→ 5	1.2	1.5
O=C(CN(C1CCCCC1)S(=O)(=O)c1ccc(Cl)cc1)NCCCO
→ .	1.6	2.1
Cc1cc2nc(-c3ccc(SCC(=O)N4CCc5ccccc54)nc3)[nH]c2cc1C
→ .	-1.8	-0.45
CCc1ccc(S(=O)(=O)NCc2csc(-c3cccnc3)n2)s1
→ i	-0.99	-1.3
CC(C)[C@H](Nc1nc(-c2ccccc2)nc2c1oc1ccccc12)C(=O)O
→ 37	0.44	-0.1
CCOc1ccc2c(C)c(C(=O)O)oc2c1OCC
→ 25	1.7	2.3
Cc1ccc(-c2nnc(Nc3ccc4c(c3)OCO4)c3ccccc23)cc1S(=O)(=O)NCCO
→ 5	1.1	1.7
Cc1ccc(CSc2nnc(SCC(=O)N/N=C/C=C/c3ccccc3[N+](=O)[O-])s2)cc1
→ 24	-0.29	-0.16
CCOC(=O)c1sc(NC(=O)Nc2ccc(Cl)cc2)cc1C
→ 22	-2	-1.6
CCOC(=O)c1ccc(NC(=O)CSc2nc(SC)ns2)cc1
→ 62	-1.8	-1.2
COc1ccc(S(=O)(=O)NC(CC(=O)NCCc2ccc(OC)c(OC)c2)c2ccco2)cc1 (stereo not given)
→ -75	1.5	1.9
CCn1c(-c2ccccc2O)n[nH]c1=S
→ .	1.5	1.2
Fc1ccc2nc(Nc3nc4c(s3)CCCC4)sc2c1
→ -47	-0.74	-0.87
CC(C)Sc1nc2c(c(=O)[nH]1)C(c1cccs1)C1=C(CC(C)(C)CC1=O)N2 (stereo not given)
→ .	-0.35	-0.97
COC(=O)c1cc(NC(=O)CSc2nnc(CN3CCOCC3)n2C)ccc1Cl
→ -37	0.53	-0.37
COC(=O)c1cc2ccsc2n1Cc1cc(=O)n2ccccc2n1
→ .	-0.29	-0.29
COc1ccc(NC(=O)C2CCCN2C(=O)NCc2ccccc2)c(OC)c1 (stereo not given)
→ 0	0.65	0.44

# Arranged by value in SDO1 yeast rescue (smallest number first): 6 of the compounds above
# Under each structure – INS promoter inh	SDO1 yeast rescue	SDO1 yeast rescue Rescue 24 h
Cc1c(NC2=C(Cl)C(=O)N(c3ccccc3)C2=O)c(=O)n(-c2ccccc2)n1C
→ .	-1.6	-1.1
CCc1ccc(S(=O)(=O)NCc2csc(-c3cccnc3)n2)s1
→ i	-0.99	-1.3
Fc1ccc2nc(Nc3nc4c(s3)CCCC4)sc2c1
→ -47	-0.74	-0.87
Cc1ccc(CSc2nnc(SCC(=O)N/N=C/C=C/c3ccccc3[N+](=O)[O-])s2)cc1
→ 24	-0.29	-0.16
COc1ccc(NC(=O)C2CCCN2C(=O)NCc2ccccc2)c(OC)c1 (stereo not given)
→ 0	0.65	0.44
COc1ccc(S(=O)(=O)NC(CC(=O)NCCc2ccc(OC)c(OC)c2)c2ccco2)cc1 (stereo not given)
→ -75	1.5	1.9

# (listing goes on)
# Under each structure – INS promoter inh	SDO1 yeast rescue	SDO1 yeast rescue Rescue 24 h
CC1(C)CC(=O)C(C=NCCN2CCN(C(=O)c3ccc(F)cc3)CC2)=C(O)C1
→ .	1.8	1.7
O=C(O)c1ccc(Cl)c(S(=O)(=O)NCc2ccco2)c1
→ -11	0.66	0.39
S=C(Nc1ccccc1Cl)N1CCCCCC1
→ 5	.	.
O=C1NC2(CCC3(CC2)OCCO3)NN1c1ccc(Cl)cc1
→ -8	.	.
CCOC(=O)c1sc(NC(=O)COc2ncnc3ccccc23)c(C(=O)OCC)c1C
→ -21	-0.33	0.05
CCN1C(=O)C(CC(=O)Nc2ccccc2)N(Cc2ccccn2)C1=S (stereo not given)
→ -29	.	.
CCOC(=O)C1CCN(C(=O)c2ccc(SC)cc2OC)CC1
→ 13	0.17	0.13
Cc1nc2ncnn2c(C)c1CCC(=O)NCc1ccccc1
→ .	-0.04	-0.45
O=C(N/N=C/c1cccc(OC(=O)c2ccco2)c1)c1ccc(F)cc1
→ 38	0.26	-0.79
COc1ccc(/C=N/n2c(C)cc(C)c(C(N)=O)c2=O)cc1
→ 33	1.4	1.7
Cc1ccc2c(CC(=O)N3CCN(S(=O)(=O)c4cccs4)CC3)coc2c1
→ -31	-0.89	-1.3
CS(=O)(=O)N1CC(C(=O)NC2CCCC2)Oc2ccc(Cl)cc21 (stereo not given)
→ -17	-0.81	-1.7
COc1ccc(CCNC(=O)Cn2nnc(-c3cccs3)n2)cc1OC
→ 33	0.7	0.1
CCOc1ccc(OCC)c(S(=O)(=O)NNC(=O)c2c(C)nc3ccccn23)c1
→ 13	0.52	0.3
CC(C)(C)N(Cc1ccccc1)C(=O)c1ccc2c(c1)OCCO2
→ .	-1.1	-0.78
NC1=NS(=O)(=O)NC1c1ccc(F)cc1 (stereo not given)
→ 14	.	.
CNC(=S)N(C)c1ccccc1
→ -20	0	-0.37
CC(=O)Nc1cccc(NS(=O)(=O)c2cccc3nsnc23)c1
→ .	0.5	0.62
CCn1c(CCC(=O)O)nc2cc(S(=O)(=O)N(C)C)ccc21
→ -20	.	.
Cc1cc(=O)oc2cc(OC(=O)CCN3C(=O)c4ccccc4C3=O)ccc12
→ .	-0.07	0.06
CNC(=S)N1CCN(C(=O)C2CCCO2)CC1 (stereo not given)
→ 29	0.26	-1
Cc1cc(C)c(NC(=O)CCCC(=O)O)c(Cl)c1
→ 8	0.15	-0.4
NC1=NC(=O)C(Cc2cccc(Cl)c2)S1 (stereo not given)
→ 26	0.04	-0.12
CSCC[C@H](NC(=O)NCc1ccc(F)cc1)C(=O)O
→ .	-0.87	-1
CC(=O)Nc1ccc(N/C(C)=C/C(=O)c2cccnc2)cc1
→ 37	0.55	-0.07
COc1cccc(-c2ccc(C#N)c(=O)[nH]2)c1
→ 47	.	.
C=CCN(c1ccccc1)S(=O)(=O)c1ccc(Cl)c(C(=O)OCC(=O)c2[nH]c(C)c(C(C)=O)c2C)c1
→ 32	0.4	0.59
COc1ccc(C2CC(c3ccccc3)=NN2C(=O)COC(=O)c2cccnc2Cl)cc1 (stereo not given)
→ .	0.08	0.47
Cc1ccc(OCCOc2cccc(Br)c2)c([N+](=O)[O-])n1
→ -27	-0.69	-0.63
Cc1ccc(S(=O)(=O)N(C)c2ccc(NS(C)(=O)=O)cc2)cc1
→ -15	-0.43	-1.5
O=C(NCc1ccncc1)c1nc(-c2cccs2)no1
→ 18	.	.
Cc1cc(C)n(-c2nnc(C)c(=O)[nH]2)n1
→ .	0.01	-0.73
Cc1ccc(CSc2nnc(-c3cccc(S(=O)(=O)N4CCOCC4)c3)n2C2CCCC2)cc1
→ -71	-0.91	-1.7
C=CCn1c(SCC(=O)Nc2nc(C)cs2)nnc1C(CO)NC(=O)c1ccccc1 (stereo not given)
→ -12	0.22	-0.01
COc1ccc(Cl)cc1NC(=O)CN1CCC(n2nnc3cc(C)ccc32)CC1
→ .	-2.1	-1.6
COc1cc(OC)c(NC(=O)C(=O)CC(=O)c2ccc(C)cc2C)cc1Cl
→ 9	.	.
CCOC(=O)N1CCN(S(=O)(=O)c2cc(OCC(=O)NC3CCCCC3)c(C)cc2Cl)CC1
→ -58	0.16	0.7
O=C(COc1ccc(Cl)cc1)Nc1ccccc1C(=O)NCc1ccco1
→ -438	-1.4	-0.74
CCC(C(=O)Nc1cc(C(=O)O)ccc1C)c1ccccc1 (stereo not given)
→ 53	.	.
CCCOc1ccc(C2c3c(oc4cc(C)c(C)cc4c3=O)C(=O)N2CCCN(C)C)cc1OCC (stereo not given)
→ -32	1.3	0.8
CCN1C(=O)/C(=C2/C=Cc3ccccc3N2CC)SC1=S
→ 11	.	.
CCN(CC)c1ccc(/C=N/N(c2ccccc2)c2ccccc2)c(O)c1
→ .	1.2	1.6
CS(=O)(=O)N1CCC(C(=O)Nc2cccc(Cl)c2)CC1
→ 36	.	.
CC1CCCCN1CC(=O)Nc1sc2c(c1C#N)CCC2 (stereo not given)
→ .	-0.05	0.03
Cc1cccc(CSc2nnc(N)n2-c2ccccc2)c1
→ 29	0.65	0.08
Nc1ccc(S(=O)(=O)Nc2ccc(S(N)(=O)=O)cc2)cc1
→ -160	0.59	0.88
O=C(N/N=C/c1ccc2c(c1)OCO2)C(O)c1ccccc1 (stereo not given)
→ .	0.49	0.37
CC(C)c1ccc(/C=N\NC(=O)c2ccc(Cn3cccn3)o2)cc1
→ -125	0.42	0.33
CCCNC(=O)NC(=O)CN1C(=O)NC(C)(c2ccc(C)cc2)C1=O (stereo not given)
→ .	-0.96	1.8
CCOC(=O)c1cc(NC(=O)C2CCCO2)cc(C(=O)OCC)c1 (stereo not given)
→ 12	0.21	0.35
COc1ccc(S(=O)(=O)N2CCOCC2)cc1NC(=O)Cc1ccccc1Cl
→ 23	-0.53	-1
CC(O)c1n(C)c(Cl)c[n+]1C (stereo not given)
→ 29	0.36	0.89
CCn1cc(/C=N/NC(=O)c2cc3c(ccc4ccccc43)o2)c2ccccc21
→ .	-0.18	0.41
CCc1cc2c(=O)n(N)c(CCC(=O)O)nc2s1
→ -26	1.5	1.6
Cc1ccc2ncnc(Nc3ccccc3)c2c1
→ 36	.	.
COc1ccc(N/N=C(/C(N)=O)C2=NC(C)(C)Cc3ccccc32)cc1
→ -3	-1.2	-0.29
O=C(NCc1cccs1)c1cccc(S(=O)(=O)N2CCCCC2)c1
→ -37	-0.02	0.61
CN(C)C(=O)/C(=C/c1cn(-c2ccccc2)nc1-c1cccc([N+](=O)[O-])c1)NC(=O)c1ccccc1
→ .	0.08	0.2
COc1ccc(OC)c(NC(=O)Nc2nnc(N3CCC(C)CC3)s2)c1
→ 45	0.36	-0.58
CCC1=NC(c2ccc(OC)cc2OC)N(O)C1(C)C (stereo not given)
→ -118	-0.17	-0.78

# 3 structures from above, ordered by formula weight, smallest number first:
# Under each structure – INS promoter inh	SDO1 yeast rescue	SDO1 yeast rescue Rescue 24 h
Cc1cccc(CSc2nnc(N)n2-c2ccccc2)c1
→ 29	0.65	0.08
CS(=O)(=O)N1CCC(C(=O)Nc2cccc(Cl)c2)CC1
→ 36	.	.
O=C(NCc1cccs1)c1cccc(S(=O)(=O)N2CCCCC2)c1
→ -37	-0.02	0.61

# (next part)
# Under each structure – INS promoter inh	SDO1 yeast rescue	SDO1 yeast rescue Rescue 24 h
CC(C)(C)c1ccc(C(=O)NCc2ccc(Cl)cc2)cc1
→ .	-0.65	-0.47
COc1cc(S(=O)(=O)NC2CCCC2)ccc1F
→ 25	0.82	0.69
COC(=O)Nc1ccc2ncn(C)c(=O)c2c1
→ .	-0.32	-1.2
COC(=O)C(C)NC(=O)c1ccc(C(C)(C)C)cc1 (stereo not given)
→ -56	0.77	0.78
Cc1cc2ncn(CCOc3ccccc3C#N)c2cc1C
→ 37	-1.9	-1.8
O=C(CN1CCOc2ccccc21)NCc1ccccc1
→ 20	-0.07	-1.2
COc1cc(C(=O)N2CCCc3ccccc32)cc(OC)c1OC
→ 14	-0.33	-0.89
Cn1c(SCCOc2cccc(Cl)c2)nnc1-c1ccncc1
→ .	-0.49	-0.06
COc1cc2c(C#N)c(N3CCc4ccccc4C3)nc(N)c2c(N)n1
→ .	-2.8	-2.2
COc1ccc(CCNC(=O)C23CN(Cc4ccccc4)CC2C(c2cccc([N+](=O)[O-])c2)=NO3)cc1 (stereo not given)
→ 0	-0.17	1.1
Cc1onc(-c2c(Cl)cccc2Cl)c1C(=O)Nc1c(C)n(C)n(-c2ccccc2)c1=O
→ 6	0.55	0.29
